SV40 large T antigen: SV40 large T antigen inhibitors, biochemical (AID 1903) | one-dose inhibition, % at 20 µM; IC50 in µM for titrated hits | 310,000 compounds, 0.39% hits | SV40 large T antigen ATPase/helicase inhibition assay; higher % means a stronger effect; in the data active = a potency from the dose series; inconclusive = inhibition mostly from about 32% at the one dose, without a potency; inactive = the rest, 99 in 100 with inhibition below about 32%; also: strong numbers were not always called active
NS5 inhibitors: flavivirus cap methylation enzyme inhibition – biochemical, confirmation dose response, primary screen (AID 588689); Dengue-2 NS5 methyltransferase capping enzyme assay, biochemical; higher % means a stronger effect; inhibition, % at 25 µM; hits with a dose series show IC50 in µM; 340,000 compounds, 0.3% hits; in the data active = a potency from the dose series; inconclusive = inhibition above about 29% without an active follow-up result
K1F lysis inhibition: protection from phage-mediated lysis, alamar blue read-out – E. coli UTI89, K1F phage, bacterial capsule biogenesis inhibitors (AID 488966) | 340,000 compounds, 0.02% hits | E. coli UTI89 K1F phage lysis, alamar blue, 2 h; higher % means a stronger effect | inhibition, % at 100 µM, or IC50 in µM where a hit was titrated;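 active = phage lysis inhibition, versus mean bacterial control, above a set limit; inconclusive = no clear call, values can overlap the other calls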;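 also: capsule biogenesis inhibitors block K1F phage lysis so surviving cells raise fluorescence; higher fluorescence means more inhibition of phage lysis; actives were called in the ten point dose series up to 300 µM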
PhoP inhibition: inhibitors of PhoP regulon expression, primary screen, Salmonella Typhimurium, GFP reporter (AID 1863); S. Typhimurium PhoP-regulated promoter GFP reporter, 4 h; higher % means a stronger effect; one-dose inhibition, % at 50 µM; IC50 in µM for titrated hits; 300,000 compounds, 0.16% hits;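 active = inhibition over 29.93%, a cutoff 3 SD above the screen mean, later confirmed by dose response; inconclusive = inhibition over 29.93% but no dose response follow-up; inactive = inhibition at most 29.93% or unconfirmed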;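 also: 0% = low Mg2+ inducing control and 100% = high Mg2+ repressing control; strong numbers were not always called active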
RSV CPE inhibition: inhibition of RSV-induced cytopathic effect – HEp-2 cells, primary 10 µM value included (AID 2391). HEp-2 cells, RSV-induced CPE inhibition; higher % means a stronger effect. CPE inhibition, % at 10 µM, or IC50 in µM where a hit was titrated. 310,000 compounds, 0.13% hits; in the data active = a potency from the dose series; inconclusive = CPE inhibition mostly from about 23% at the one dose, without a potency; inactive = the rest, 99 in 100 with CPE inhibition below about 21%; also: strong numbers were not always called active
Rac1 GTP hydrolysis: MgcRacGAP GTPase-activating activity inhibitors, confirmation, biochemical, ADP Hunter fluorescence; AID 624330; inhibition, % at 30 µM; hits with a dose series show IC50 in µM; MgcRacGAP-stimulated Rac1 GTP hydrolysis, ADP Hunter fluorescence; higher % means a stronger effect; GST-tagged Rac1 F28L mutant substrate; 340,000 compounds, 0.6% hits;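 active = first-screen hits whose inhibition reached a set limit at any dose in the follow-up dose series; inconclusive = inhibition above the set first-screen limit but never retested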;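 also: fluorescence reports GDP produced by GAP-driven GTP hydrolysis; strong numbers were not always called active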
T cell modulator: T cell immune modulation candidate; 2C CD8+ T cell-vesicle binding, flow cytometry; active compounds read low; AID 2052; 330,000 compounds, 0.068% hits; calls only at 7 µM;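 active = response, share of CD8 T cells binding vesicles, and their 90th percentile fluorescence all below set limits, cut at about 80% in these data, passing the limit was not always enough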
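System: murine 2C transgenic CD8+ T lymphocytes; also added: QL9-loaded Drosophila micro-vesicles; times: binding 1.5 h at 37 °C; measured by: flow cytometry, PE anti-B7-1 (FL2) versus Alexa647 anti-CD8 (FL8), PFA-fixed; control set: Peptide-free naked vesicles (low) and QL9 vesicles with 0.7% DMSO vehicle (high)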
West Nile antiviral: West Nile virus antiviral activity, cell-based, CPE readout (AID 1621); 290,000 compounds, 0.02% hits; CPE inhibition, % at 10 µM, or IC50 in µM where a hit was titrated; West Nile virus-infected cells, CPE inhibition; higher % means a stronger effect; in the data active = a potency from the dose series; inconclusive = CPE inhibition mostly from about 3.7% at the one dose, without a potency; inactive = the rest, 99 in 100 with CPE inhibition below about 2.2%; also: strong numbers were not always called active
NTR1 agonist: NTR1-driven beta-arrestin-GFP spot formation – imaging, U2OS cells, high content, primary screen (AID 493036) | 330,000 compounds, 0.17% hits | P30989 | agonist mode | activation, % at 20 µM;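 active = activation at or above 40% of the spot to cytoplasm intensity ratio, with at least 20 cells analyzed; inconclusive = wells under 20 cells, flagged as cytotoxic or low count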;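 also: 0% = DMSO without peptide and 100% = 100 nM NTR1 peptide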
Target sequence (P30989 whole entry, looked up): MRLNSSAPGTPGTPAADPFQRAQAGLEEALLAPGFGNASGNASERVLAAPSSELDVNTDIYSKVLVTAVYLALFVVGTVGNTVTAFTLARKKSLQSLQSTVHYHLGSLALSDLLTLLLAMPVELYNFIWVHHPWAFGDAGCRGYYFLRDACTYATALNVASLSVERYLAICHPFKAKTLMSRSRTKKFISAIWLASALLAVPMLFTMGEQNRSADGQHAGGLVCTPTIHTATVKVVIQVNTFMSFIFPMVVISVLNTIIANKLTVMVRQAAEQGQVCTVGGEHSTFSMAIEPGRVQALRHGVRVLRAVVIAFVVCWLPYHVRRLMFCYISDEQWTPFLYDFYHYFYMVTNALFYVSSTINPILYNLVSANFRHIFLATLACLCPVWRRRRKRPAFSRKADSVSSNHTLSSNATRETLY
T cell modulator vesicle-bound %: recorded beside T cell modulator, whose call it bears; double positive events, %; measured here: CD8+ vesicle-bound cell fraction;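 binding gate set so that unloaded-vesicle control wells show 10% double positive cells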
NTR1 agonist cell count 20 µM: recorded beside NTR1 agonist, whose call it bears; cell count; measured here: cell count, cytotoxicity flag
NS5 inhibitors pilot replicate: also measured in NS5 inhibitors; calls as there; inhibition, %; measured here: pilot screen replicate inhibition
Active calls of the source: *; i = inactive; ? = inconclusive; / = not tested or not shown; [ ] = another dose, or the depositor's remark.

SMILES	SV40 large T antigen	NS5 inhibitors	K1F lysis inhibition	PhoP inhibition	RSV CPE inhibition	Rac1 GTP hydrolysis	T cell modulator	T cell modulator vesicle-bound %	West Nile antiviral	NTR1 agonist	NTR1 agonist cell count 20 µM	others
CCOC(=O)Cn1c(=NC(=O)CN2C(=O)CCC2=O)sc2cc(S(N)(=O)=O)ccc21	11.6%	-6.5%	0.3%[50 µM]	-4.8%	0.7%	2.0%	i	9.6	-0.3%	2.6	62
COc1cccc(OCC(=O)Nc2cc(NC(=O)COc3cccc(OC)c3)cc(C(=O)O)c2)c1	18.5%	7.2%	0.1%	-3.1%	-0.1%	9.1%	i	48.8	-0.3%	-0.5	52	NS5 inhibitors pilot replicate=-2.7
Cc1nn(Cc2ccc(Cl)cc2Cl)c(C)c1NC(=O)Cn1nc([N+](=O)[O-])c(Cl)c1C	2.1%	-14.5%	0.3%	-6.4%	1.2%	-0.5%	i	31.7	-0.3%	-0.3	55
CCOc1ccccc1N1CCN(CC(=O)NCCc2ccc(S(N)(=O)=O)cc2)CC1	-9.7%	0.0%	-0.8%	2.3%	-0.2%	6.9%	i	28.9	-0.6%	-0.6	50
COc1ccc(OC)c(C=NNC(=O)c2ccccc2NS(=O)(=O)c2cccs2)c1	/	1.5%	1.4%[50 µM]	/	/	0.9%	i	55.1	/	1.8	54
COc1ccc(-c2cc(C(=O)N3CCOCC3)no2)cc1	0.5%	-14.7%	0.2%	8.3%	0.0%	3.7%	i	6.9	-0.7%	1.0	45
C#CCOCCOCCOCCNc1nc(N2CCN(C(=O)[C@H](Cc3cc4ccccc4[nH]3)n3cc([C@@H](N)C(C)CC)nn3)CC2)nc(N2CCN(C(=O)[C@H](CCCCN)n3cc([C@@H](N)CC(C)C)nn3)CC2)n1 (stereo not given in full)	29.5%	/	/	11.9%	1.4%	/	i	13.6	0.0%	3.1	92
O=C(OCc1cc(Cl)ccc1OC(F)F)c1cncc(Br)c1	14.3%	2.3%	-0.1%	-0.1%	5.7%	7.7%	i	45.3	-0.3%	3.7	38
Cc1cc(=O)n2[nH]c(-c3ccc(F)cc3)cc2n1	14.2%	-2.8%	-0.1%	-3.3%	0.3%	1.1%	i	21.7	-0.3%	-0.1	50
Cc1cc(C)nc(Nc2n[nH]c(COc3ccc(Cl)cc3)n2)n1	10.8%	-5.6%	0.5%	-7.8%	1.6%	3.6%	i	50.2	-0.6%	6.7	76
CCOC(=O)CN(Cc1sccc1C)C(=O)Nc1cccc(OC)c1	9.0%	6.4%	2.1%[50 µM]	6.9%	2.6%	3.7%	i	11.5	0.1%	0.9	64
Cc1[nH]c2ccc(C(=O)NCCCN3CCCCCC3)cc2c1C	11.3%	-12.5%	0.7%	7.4%	1.8%	7.8%	i	6.8	-0.1%	1.4	47
Cc1c(/C=C/C(=O)c2ccccc2)cnn1C	7.6%	-6.9%	0.2%	11.7%	-0.7%	6.3%	i	48.7	-0.1%	-3.0	97
Cc1ccc(OCC(O)CNS(=O)(=O)c2ccccc2C(=O)O)cc1 (stereo not given)	-2.0%	-7.2%	-0.1%	7.1%	0.8%	-0.3%	i	45.1	1.1%	-4.9	83
Cc1cc(C)n(C(=O)N(c2ccccc2)c2ccccc2)n1	2.8%	-4.2%	-0.1%	0.1%	-1.6%	-9.7%	i	26.7	-0.5%	-0.8	86
COc1ccc(/C=N/NC(=O)c2ccoc2C)cc1OC	6.9%	4.4%	2.0%	-8.4%	1.3%	6.8%	i	32.1	0.1%	2.0	58
COc1cccc(/C=C2\N=C(c3c(-c4ccccc4)noc3C)OC2=O)c1	3.8%	0.7%	1.0%	-6.7%	-0.2%	0.5%	i	49.7	0.3%	1.4	54
COc1ccc2[nH]cc(CCn3ccc(=O)c(C)c3C)c2c1	9.0%	-0.8%	3.2%	-12.5%	3.7%	4.7%	i	53.7	0.1%	-0.1	57
Cc1ccc(NC(=O)CN(C)c2ccc(S(=O)(=O)N3CCCC3)cn2)cc1	10.8%	-2.2%	-4.6%	6.7%	-1.3%	0.2%	i	20.6	-0.7%	1.9	49
Cc1ccc(Cl)cc1NC(=O)C1CC(=O)Nc2ncnn21 (stereo not given)	16.2%	3.2%	-0.2%	-1.7%	2.3%	-9.8%	i	38.5	0.5%	-0.1	53
COc1ccc(OC)c(C(=O)COC(=O)COc2ccccc2)c1	/	-11.3%	-2.5%	/	/	-0.4%	i	28.5	/	1.9	69
CCOC(=O)c1nnn(-c2nonc2N)c1CNc1ccccc1	-2.0%	-5.2%	0.0%	4.2%	1.0%	0.5%	i	49.2	?	-1.0	74
Cn1c(=O)c2sccc2n2c(CCCC(=O)N3CCCCC3)nnc12	7.8%	0.9%	0.3%	-3.0%	3.5%	11.2%	i	21.6	-0.1%	2.5	64
CCSc1nnc(-c2cc(Br)ccc2N=Cc2c(C)[nH]n(-c3ccccc3)c2=O)c(=O)[nH]1	10.5%	25.1%	-1.3%	-18.3%	3.0%	11.3%	i	29.8	-1.3%	3.1	62
O=C1NC(O)(c2ccccc2)Oc2ccccc21 (stereo not given)	-1.2%	-2.4%	i	-18.7%	2.5%	4.2%	i	45.3	0.1%	-3.0	87
COc1cccc(N2CC(C(=O)Nc3nnc(SCC(=O)NCC4CCCO4)s3)CC2=O)c1 (stereo not given)	3.8%	-2.6%	0.8%[50 µM]	5.9%	0.4%	9.9%	i	11.1	-0.1%	-0.2	62
CCC(C)[C@H](NC(=O)c1cc2cc(Cl)ccc2n1C)C(=O)N1CCC(C(=O)O)CC1 (stereo not given in full)	19.2%	-2.7%	-0.2%	-6.2%	3.4%	11.4%	i	31.2	0.0%	-0.8	88
CSCC[C@@H](C(=O)NCc1cccs1)N1Cc2ccccc2C1=O	10.3%	-2.8%	-0.2%	12.7%	0.2%	3.6%	i	12.8	-0.3%	9.1	68
COc1cccc(C(=O)NC(=S)Nc2ccc(N3CCCC3)cc2)c1	10.6%	0.0%	0.5%	12.7%	0.8%	7.3%	i	19.3	0.1%	3.7	77
Cc1ccc(NC(=O)CCn2cccc2)cc1F	2.9%	-0.8%	0.3%	-2.7%	0.9%	4.4%	i	25.5	-0.4%	-0.4	94
CCS(=O)(=O)N1CCN(C(=O)COc2ccc(-c3ccccc3)cc2)CC1	1.9%	-2.7%	0.6%	4.2%	1.2%	7.4%	i	40.9	-1.0%	-0.1	87	NS5 inhibitors pilot replicate=4.4
O=C(NCCS(=O)(=O)N1CCN(c2ccccc2)CC1)c1ccc2c(c1)OCO2	18.2%	-2.9%	1.0%[50 µM]	1.2%	0.5%	10.6%	i	56.2	/	-0.2	58
O=C(Cn1cc2c(n1)CCCC2)NCCc1ccccc1	5.1%	-5.8%	8.6%	-1.9%	0.5%	-0.6%	i	32.1	1.5%	-2.4	52
COc1ccc(NC2CCCN(C(=O)CCCN3CCCCC3=O)C2)cc1 (stereo not given)	?	-4.4%	0.4%	-5.2%	3.5%	29.9%	i	26.2	0.1%	0.4	48
CC1(C)OC(=O)C(C(c2ccccc2)C(C#N)C(N)=O)=C(O)O1 (stereo not given)	14.2%	-4.5%	0.1%	4.8%	4.2%	5.0%	i	26.6	-0.4%	0.7	72
CCOC(=O)N1CCN(C2=Nc3cccc4cccc2c34)CC1	1.0%	7.6%	-0.1%	-2.9%	4.6%	4.5%	i	19.4	-0.9%	0.1	55
COc1ccccc1CN1CCNC(=O)C1CC(=O)NCc1c(C)n[nH]c1C (stereo not given)	17.3%	2.2%	-0.2%	-7.6%	0.5%	1.5%	i	55.8	0.5%	0.0	35

Of the compounds above, eight contain a halogen.
SMILES	SV40 large T antigen	NS5 inhibitors	K1F lysis inhibition	PhoP inhibition	RSV CPE inhibition	Rac1 GTP hydrolysis	T cell modulator	T cell modulator vesicle-bound %	West Nile antiviral	NTR1 agonist	NTR1 agonist cell count 20 µM	others
Cc1nn(Cc2ccc(Cl)cc2Cl)c(C)c1NC(=O)Cn1nc([N+](=O)[O-])c(Cl)c1C	2.1%	-14.5%	0.3%	-6.4%	1.2%	-0.5%	i	31.7	-0.3%	-0.3	55
O=C(OCc1cc(Cl)ccc1OC(F)F)c1cncc(Br)c1	14.3%	2.3%	-0.1%	-0.1%	5.7%	7.7%	i	45.3	-0.3%	3.7	38
Cc1cc(=O)n2[nH]c(-c3ccc(F)cc3)cc2n1	14.2%	-2.8%	-0.1%	-3.3%	0.3%	1.1%	i	21.7	-0.3%	-0.1	50
Cc1cc(C)nc(Nc2n[nH]c(COc3ccc(Cl)cc3)n2)n1	10.8%	-5.6%	0.5%	-7.8%	1.6%	3.6%	i	50.2	-0.6%	6.7	76
Cc1ccc(Cl)cc1NC(=O)C1CC(=O)Nc2ncnn21 (stereo not given)	16.2%	3.2%	-0.2%	-1.7%	2.3%	-9.8%	i	38.5	0.5%	-0.1	53
CCSc1nnc(-c2cc(Br)ccc2N=Cc2c(C)[nH]n(-c3ccccc3)c2=O)c(=O)[nH]1	10.5%	25.1%	-1.3%	-18.3%	3.0%	11.3%	i	29.8	-1.3%	3.1	62
CCC(C)[C@H](NC(=O)c1cc2cc(Cl)ccc2n1C)C(=O)N1CCC(C(=O)O)CC1 (stereo not given in full)	19.2%	-2.7%	-0.2%	-6.2%	3.4%	11.4%	i	31.2	0.0%	-0.8	88
Cc1ccc(NC(=O)CCn2cccc2)cc1F	2.9%	-0.8%	0.3%	-2.7%	0.9%	4.4%	i	25.5	-0.4%	-0.4	94

High-throughput results as filed in PubChem.
